Assay outcomes deposited in PubChem BioAssay by several laboratories.
Yp Topo-I inh: inhibitors of Yersinia pestis topoisomerase I | Y. pestis Topo-I cleavage product accumulation, plate reader | activity, % at 10 µM | 0.064% of 360,000 active | AID 504884; in the data active = activity above about 50%, passing the limit was not always enough; also: inactives centre near 2
FadD28 FP inh: M. tuberculosis FadD28 bisubstrate binding inhibition; 0.22% of 360,000 active; inhibition, % at 12.5 µM; FadD28 bisubstrate probe binding, fluorescence polarization; in the data active = inhibition above about 8.5%, passing the limit was not always enough
TcdB inh: blocks C. difficile toxin B glycohydrolase activity | P18177 | AID 652162 | inhibition, % at 9.99 µM | TcdB glycohydrolase enzymatic assay, plate reader | 0.24% of 350,000 active; in the data active = inhibition above about 10%
Target sequence (P18177 whole entry, looked up): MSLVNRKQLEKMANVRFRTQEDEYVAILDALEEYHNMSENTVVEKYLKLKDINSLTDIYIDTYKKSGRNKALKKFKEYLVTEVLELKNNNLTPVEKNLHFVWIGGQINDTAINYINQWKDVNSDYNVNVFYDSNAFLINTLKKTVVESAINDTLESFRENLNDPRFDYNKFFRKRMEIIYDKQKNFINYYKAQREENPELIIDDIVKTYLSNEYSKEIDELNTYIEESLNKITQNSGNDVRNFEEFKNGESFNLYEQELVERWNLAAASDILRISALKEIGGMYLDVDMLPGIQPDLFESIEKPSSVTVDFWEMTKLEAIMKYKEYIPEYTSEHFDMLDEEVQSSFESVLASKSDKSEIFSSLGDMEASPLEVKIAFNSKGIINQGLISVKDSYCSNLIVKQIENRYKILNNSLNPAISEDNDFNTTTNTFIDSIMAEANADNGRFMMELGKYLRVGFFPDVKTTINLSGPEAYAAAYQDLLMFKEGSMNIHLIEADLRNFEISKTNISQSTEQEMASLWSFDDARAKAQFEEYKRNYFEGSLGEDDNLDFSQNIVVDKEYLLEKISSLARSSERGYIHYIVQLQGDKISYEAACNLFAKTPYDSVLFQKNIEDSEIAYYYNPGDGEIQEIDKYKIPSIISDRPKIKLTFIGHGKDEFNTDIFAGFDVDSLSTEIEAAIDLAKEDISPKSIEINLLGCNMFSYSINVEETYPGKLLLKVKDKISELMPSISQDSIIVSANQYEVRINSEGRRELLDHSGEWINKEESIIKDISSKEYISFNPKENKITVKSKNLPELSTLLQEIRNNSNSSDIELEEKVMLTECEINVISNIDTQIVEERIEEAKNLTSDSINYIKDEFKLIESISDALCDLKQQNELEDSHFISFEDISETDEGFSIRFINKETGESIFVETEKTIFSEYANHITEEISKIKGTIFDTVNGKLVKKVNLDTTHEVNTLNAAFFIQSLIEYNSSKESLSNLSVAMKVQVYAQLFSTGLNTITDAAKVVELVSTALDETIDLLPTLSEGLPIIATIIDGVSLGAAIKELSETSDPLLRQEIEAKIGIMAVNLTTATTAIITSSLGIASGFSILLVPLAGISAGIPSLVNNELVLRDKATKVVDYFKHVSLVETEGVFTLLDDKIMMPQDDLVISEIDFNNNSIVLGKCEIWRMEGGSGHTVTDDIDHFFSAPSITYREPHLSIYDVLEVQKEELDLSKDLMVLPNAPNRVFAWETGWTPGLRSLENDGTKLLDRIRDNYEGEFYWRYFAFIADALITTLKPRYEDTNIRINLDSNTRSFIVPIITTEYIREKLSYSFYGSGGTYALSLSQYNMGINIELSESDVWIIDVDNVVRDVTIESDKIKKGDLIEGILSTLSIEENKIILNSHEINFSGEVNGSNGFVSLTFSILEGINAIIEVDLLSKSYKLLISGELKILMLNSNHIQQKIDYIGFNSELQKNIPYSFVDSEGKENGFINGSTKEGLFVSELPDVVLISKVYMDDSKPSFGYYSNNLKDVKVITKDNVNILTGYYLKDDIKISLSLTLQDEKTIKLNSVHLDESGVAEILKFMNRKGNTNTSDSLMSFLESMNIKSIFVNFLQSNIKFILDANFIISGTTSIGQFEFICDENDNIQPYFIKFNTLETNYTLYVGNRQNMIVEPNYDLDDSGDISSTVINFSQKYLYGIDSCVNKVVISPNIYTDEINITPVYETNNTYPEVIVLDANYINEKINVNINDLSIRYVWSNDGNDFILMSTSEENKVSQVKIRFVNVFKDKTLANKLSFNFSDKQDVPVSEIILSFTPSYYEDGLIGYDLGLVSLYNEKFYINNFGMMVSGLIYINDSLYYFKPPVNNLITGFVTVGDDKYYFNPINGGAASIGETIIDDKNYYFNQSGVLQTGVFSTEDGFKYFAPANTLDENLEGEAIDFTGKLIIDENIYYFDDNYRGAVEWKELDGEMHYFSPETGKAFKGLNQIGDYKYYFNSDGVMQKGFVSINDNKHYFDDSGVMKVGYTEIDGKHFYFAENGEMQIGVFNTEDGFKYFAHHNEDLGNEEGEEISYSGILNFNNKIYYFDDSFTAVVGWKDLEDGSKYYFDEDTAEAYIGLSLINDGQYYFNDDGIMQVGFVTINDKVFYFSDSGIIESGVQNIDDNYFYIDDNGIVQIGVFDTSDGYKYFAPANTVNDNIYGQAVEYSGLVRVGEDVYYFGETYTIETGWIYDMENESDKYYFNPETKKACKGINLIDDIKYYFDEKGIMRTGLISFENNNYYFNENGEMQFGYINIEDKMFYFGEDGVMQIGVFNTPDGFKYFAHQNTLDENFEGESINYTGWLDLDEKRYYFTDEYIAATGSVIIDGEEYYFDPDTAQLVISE
PfHsp40 rescue: compounds rescuing yeast from Plasmodium falciparum HSP40 toxicity | AID 504582 | 0.68% of 340,000 active | growth rescue, % at 12.5 µM | S. cerevisiae expressing PfHsp40, growth rescue, ATP luminescence; in the data active = growth rescue above about 28%, passing the limit was not always enough;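 also: yeast W303a lacking pdr1 and pdr3 grown in galactose medium; growth measured after three days at 30 °C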
Mtb FBA inh: Mtb fructose-bisphosphate aldolase inhibition | P9WQA3 | purified M. tuberculosis FBA, fluorescence read-out | inhibition, % at 1 µM | 2.3% of 360,000 active; in the data active = inhibition above about 27%;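 also: 0% = vehicle and 100% = reference inhibitor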
Mtb BioA inh: inhibitors of Mycobacterium tuberculosis BioA enzyme; purified M. tuberculosis BioA enzyme, plate reader; inhibition, % at 9.99 µM; 0.096% of 360,000 active; in the data active = inhibition above about 40%
Mtb UGM inh: Mtb UDP-galactopyranose mutase inhibition. P9WIQ1. purified UGM, fluorescence polarization probe displacement. inhibition, % at 10 µM. 0.06% of 320,000 active. AID 504406; in the data active = inhibition above about 10%, passing the limit was not always enough
GDH-TPI counter: inhibits GDH-TPI coupling enzymes, artifact for Mtb FBA screen | inhibition, % at 4.8 µM | AID 588335 | 1.2% of 360,000 active | GDH-TPI coupled enzyme counterscreen, NADH absorbance; in the data active = inhibition above about 30%;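 also: 0% = DMSO wells and 100% = wells lacking the enzyme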
Vc quorum ag: quorum light induction in luxS cqsA deficient V. cholerae; V. cholerae BH1578 lux reporter, luminescence, 6 h; activation, % at 18.7 µM; 0.16% of 350,000 active; AID 588436; in the data active = activation mostly above about 9.7%, no sharp cut-off; also: not every result past the cut was called active; inactives centre near 0; reference of the scale not given here
An asterisk follows results filed as active; i = inactive; x = no result given; & = joins results of further samples. Random draw from the library, and some 4.6% of all compounds hit somewhere here.

SMILES	Yp Topo-I inh	FadD28 FP inh	TcdB inh	PfHsp40 rescue	Mtb FBA inh	Mtb BioA inh	Mtb UGM inh	GDH-TPI counter	Vc quorum ag
Cc1nn(-c2ccccc2)c(Cl)c1C1C(C#N)=C(N)OC2=C1C(=O)CCC2 (stereo unspecified)	11	-30	x	-0.7	0	0.1	3.9	-3	i
CCCCNC(=O)CCCCCNS(=O)(=O)c1ccc(OC)cc1	-2	0.6	x	0.7	2	-1.3	0.4	7	-1.0
CC(C)(C)C(=O)COC(=O)c1cc2ccccc2cc1O	-3	-3.7	x	0.8	3	-1.1	-5.4	3	-0.7
COc1ccc(CCNC(=O)C2=COCCO2)cc1	-6	-2.9	x	-1.0	1	1.1	-0.3	5	x
O=C(Nc1nc2c(s1)CN(Cc1ccccc1)CC2)c1c(F)cccc1F	-6	-2.6	0.5	0.2	3	x	-0.2	17	-0.7
C=CCn1c(-c2ccccc2OC)n[nH]c1=S	4	-2.8	x	-0.1	3	x	0.3	8	0.0
O=C(Nc1nnc(S(=O)(=O)N2CCN(c3ccc(F)cc3)CC2)s1)c1ccco1	7	-0.2	0.8	0.8	5	-0.5	-0.9	24	i
Cc1ccc(NC(=O)Nc2nnc(-c3ccncc3)s2)cc1C	-12	-0.2	-0.6	-0.8	3	x	-1.2	14	i
O=C(N/N=C/c1ccc(F)cc1)c1sccc1OCc1ccc(F)cc1	39	-2.7	x	1.6	-1	4.1	1.5	14	i
Cc1ccc(OCc2cc(C(=O)NCc3ccc(OC(F)(F)F)cc3)no2)cn1	22	-7.0	3.9	-0.1	0	-1.3	-1.7	1	6.7
CSc1ncccc1C(=O)Nc1ncc(C)s1	11	-1.9	0.1	-0.9	0	-1.4	-0.2	17	i
COc1ccccc1NC(=O)Nc1nnc(Cc2ccccc2F)s1	-4	-3.6	-0.5	-0.9	-2	x	0.7	-1	i
COc1ccccc1C(=O)Nc1ccc(S(=O)(=O)N2CCc3ccccc32)cc1	-5	-3.7	0.7	1.2	-1	1.5	2.3	6	i
O=C(C[n+]1ccc(C(=O)NCc2ccccc2)cc1)c1ccc(OC(F)F)cc1	-10	-2.5	0.7	-0.4	2	x	-4.1	1	i
CC(=O)NC1CC2CCCC(C1)N2Cc1ccc(C)cc1 (stereo unspecified)	-3	0.9	-0.3	0.5	2	5.0	0.2	8	-0.7
CC(=O)N1c2c(cc(Br)cc2S(=O)(=O)N2CCN(c3ccccn3)CC2)CC1C (stereo unspecified)	33	3.5	x	52*	-12	-0.1	-0.8	-12	i
c1ccc(CNc2nc(-c3cccnc3)cs2)cc1	14	-1.3	1.7	-1.3	-1	x	1.2	7	-0.3
CC(C)(C)n1nnnc1C(c1cccnc1)N1CCN(C2CCCCC2)CC1 (stereo unspecified)	1	-0.8	x	-1.5	2	-0.4	0.7	1	-1.8
C[C@H](NC(=O)C1CCN(S(=O)(=O)c2ccccc2)CC1)C(=O)NCc1ccccc1	-4	0.2	-0.6	0.6	-2	-0.9	-0.8	-5	-0.8
CCN(CC)CCCn1c2c(c(SCC(=O)Nc3ccc(C)c(F)c3)nc1=O)CCC2	5	-3.5	-0.6	-0.4	-2	x	0.5	12	-0.3
O=C(NC1CC1)c1ccc(NC(=O)C2CCCC2)cc1	3	-5.7	0.9	-0.9	-2	-0.7	x	3	i
CCOc1cccc(/C=N/NC(=O)c2cc(C3CC3)[nH]n2)c1O	10	-0.3	1.9	-0.8	0	0.9	0.7	6	-0.2
Cc1ccc(C2C=C(c3ccccc3)Nc3ncnn32)cc1 (stereo unspecified)	15	-1.1	1.0	3.2	30*	-0.6	0.1	0	-0.8
COCCNc1nc(NCc2ccccc2)c2cnn(C)c2n1	0	-3.7	2.1	-0.5	-2	1.4	-0.3	-8	-0.2
CCOc1ccc(C2=Nn3c(nnc3-c3ccccc3OC)SC2)cc1	-8	-1.1	x	-0.9	7	1.1	-0.2	13	-2.2
CC(C)(C)Nc1c(-c2ccc(O)cc2)nc2ccc(Cl)cn12	-7	-0.1	0.5	1.4	8	-1.5	-0.6	1	2.1
CCN(CCCNC(=O)c1c(C)cc(=O)oc1C)c1ccccc1	13	0.9	x	-0.3	1	x	1.4	36*	i
c1cc2c(cc1-c1cnc3n1CCC3)OCCO2	9	0.2	1.2	-1.5	7	-0.5	2.4	7	-0.5
O=C(O)c1ccc(CNC(=O)C23CC4CC(CC(C4)C2)C3)cc1	9	-2.1	1.6	-1.0	-1	-1.7	5.6	8	-6.2
COCCOC(=O)C1=C(C)NC2=C(C(=O)CCC2)C1c1ccc(N(C)C)cc1 (stereo unspecified)	2	-2.5	x	-1.0	4	0.1	-1.1	12	i
C[C@H](O)C#Cc1ccc2c(c1)O[C@@H](CN(C)C(=O)c1ccncc1)[C@@H](C)CN([C@H](C)CO)S2(=O)=O	2	0.0	2.2&0.0	x	0	-5.0&3.6&-1.4	x	6	1.1
COc1ccc(N2CC(C(=O)N/N=C/c3c[nH]c4ccccc34)CC2=O)cc1 (stereo unspecified)	-3	-0.1	1.0	-0.8	-2	x	3.2	6	-0.2
O=C(c1ccccc1)N1CCN(CC(O)COCC2CC=CCC2)CC1 (stereo unspecified)	1	-3.2	x	-0.7	1	-0.7	2.0	3	-0.6
O=C(c1ccccc1)c1ccc(OCCOCCN2CCN(Cc3ccccc3)CC2)cc1	16	-1.7	1.3	-0.5	7	x	1.1	7	i
COc1ccc(C(=O)CSc2nnc(-c3cc(C)cc(C)c3)o2)cc1	5	-1.4	1.0	-1.4	1	-2.2	3.4	9	i
Cc1nnc(NC(=O)C2CCN(S(=O)(=O)c3cc([N+](=O)[O-])ccc3Cl)CC2)o1	-2	0.9	-0.5	-0.7	2	-0.9	-7.1	17	0.8
CCc1ccc(-c2csc3[n+]2CCN3C(C)=O)cc1	9	-2.3	0.8	93*	-2	3.1	1.2	0	-0.4
COc1cccc(CNC(=O)CN2C(=O)COc3ccc(S(=O)(=O)N4CCOCC4)cc32)c1	-6	-0.4	1.2	-0.9	1	0.3	1.6	0	i
Nc1nonc1-c1nc2ccccc2[nH]1	-7	-1.7	x	0.3	-1	0.2	2.6	16	-5.6
CCOC(=O)CC1CCCCN1C(=O)c1cc(COc2cccc3cnccc23)on1 (stereo unspecified)	27	-1.1	1.4	0.8	13	1.7	2.2	1	-0.2
Clc1ccc(C[n+]2csc3ccccc32)cc1	29	-0.5	0.9	-0.2	-2	x	-3.5	-4	0.3
COc1cccc(OC)c1C(=O)OCCCOC(=O)c1c(OC)cccc1OC	19	-3.8	-1.0	0.0	-2	-1.0	-1.4	-8	-0.2
COc1ccc(CC(=O)Nc2ccc(OC)c(NC(=O)c3ccco3)c2)cc1	-5	-0.1	x	0.4	-2	7.6	-0.4	6	-0.3
O=C(Nc1ncccc1Cl)C1COc2ccccc2O1 (stereo unspecified)	-1	-0.8	x	-0.4	2	-1.5	0.0	12	-0.7
O=C(c1cnn2c1NC(c1ccc(Br)cc1)CC2C(F)(F)F)N1CCN(C23CC4CC(CC(C4)C2)C3)CC1 (stereo unspecified)	-7	-3.3	x	0.4	3	1.8	0.7	-6	i
OC(c1ccc(Cl)c(Cl)c1)c1ncc(-c2ccccc2Cl)[nH]1 (stereo unspecified)	-3	-3.8	0.6	x	0	0.2	x	12	i
Cc1ccc(C(=O)O/N=C/c2ccc(N(C)C)cc2)cc1	6	-3.2	0.0	-1.6	-2	x	4.3	5	i
CCCn1cc(CN2CCC(Cc3cccc(F)c3)(C(=O)OCC)CC2)c(C)n1	-8	-2.1	1.0	0.0	-6	1.1	-4.0	-7	-0.4
CCOC(=O)C1CCCN(S(=O)(=O)c2ccc(S(N)(=O)=O)cc2)C1 (stereo unspecified)	-14	-1.8	-0.9	1.2	8	2.4	0.9	-2	0.8
O=C(N/N=C/c1ccccn1)NC12CC3CC(CC(C3)C1)C2	16	-0.8	0.8	2.2	-2	-2.1	-1.6	1	-0.1
CSc1nc(Cl)c(C#N)c(-c2ccc(C)cc2)n1	5	-3.0	1.4	-0.4	0	-1.0	3.8	0	1.5
C[C@H]1COC(=O)[C@@H](Cc2ccc(F)cc2)C/C=C\C[C@@H](CC(=O)N[C@@H](CO)Cc2ccccc2)C(=O)N1	12	-0.7	0.5	0.7	2	-0.9	2.2	7	i
COc1ccc(CN(C)C(=O)C2CCN(C(=O)Nc3ccccc3)CC2)cc1	4	-1.4	0.0	0.1	1	x	x	1	0.5
O=C(COc1ccc(Cl)cc1)OCC(=O)N1CCCC1	3	-0.6	x	-1.8	-2	-2.0	2.4	2	i
CC(Sc1ccccc1)C(=O)NN=C1CCCCCCC1 (stereo unspecified)	13	-0.8	-1.8	-0.6	-2	3.6	0.1	4	0.5
COC(=O)C(Cc1ccccc1)N1CCS(=O)(=O)CC1 (stereo unspecified)	-3	-1.4	1.3	-1.8	5	-4.4	1.4	4	-0.6
CCCCOC(=O)C1=C(C)NC(=O)NC1c1ccccc1 (stereo unspecified)	-1	-1.2	0.0	0.7	0	-4.4	-3.0	0	-0.3
O=C(COC(=O)c1ccc(Br)o1)Nc1ncc(Cl)cc1Cl	3	0.5	1.9	0.1	1	x	-0.1	-4	-1.6
COc1ccc2oc(=O)c(/C(N)=N/NC(=O)c3ccncc3)cc2c1	8	-1.0	-1.7	0.4	2	-0.2	-1.5	2	i
CCCc1cc(=O)[nH]c(SCC(=O)N2CCN(S(=O)(=O)c3ccc(Cl)cc3)CC2)n1	2	-0.3	x	0.6	1	x	1.7	-2	-0.3

10 of the compounds above, comma-delimited.
smiles,Yp Topo-I inh,FadD28 FP inh,TcdB inh,PfHsp40 rescue,Mtb FBA inh,Mtb BioA inh,Mtb UGM inh,GDH-TPI counter,Vc quorum ag
CSc1nc(Cl)c(C#N)c(-c2ccc(C)cc2)n1,5,-3.0,1.4,-0.4,0,-1.0,3.8,0,1.5
C[C@H]1COC(=O)[C@@H](Cc2ccc(F)cc2)C/C=C\C[C@@H](CC(=O)N[C@@H](CO)Cc2ccccc2)C(=O)N1,12,-0.7,0.5,0.7,2,-0.9,2.2,7,i
COc1ccc(CN(C)C(=O)C2CCN(C(=O)Nc3ccccc3)CC2)cc1,4,-1.4,0.0,0.1,1,x,x,1,0.5
O=C(COc1ccc(Cl)cc1)OCC(=O)N1CCCC1,3,-0.6,x,-1.8,-2,-2.0,2.4,2,i
CC(Sc1ccccc1)C(=O)NN=C1CCCCCCC1 (stereo unspecified),13,-0.8,-1.8,-0.6,-2,3.6,0.1,4,0.5
COC(=O)C(Cc1ccccc1)N1CCS(=O)(=O)CC1 (stereo unspecified),-3,-1.4,1.3,-1.8,5,-4.4,1.4,4,-0.6
CCCCOC(=O)C1=C(C)NC(=O)NC1c1ccccc1 (stereo unspecified),-1,-1.2,0.0,0.7,0,-4.4,-3.0,0,-0.3
O=C(COC(=O)c1ccc(Br)o1)Nc1ncc(Cl)cc1Cl,3,0.5,1.9,0.1,1,x,-0.1,-4,-1.6
COc1ccc2oc(=O)c(/C(N)=N/NC(=O)c3ccncc3)cc2c1,8,-1.0,-1.7,0.4,2,-0.2,-1.5,2,i
CCCc1cc(=O)[nH]c(SCC(=O)N2CCN(S(=O)(=O)c3ccc(Cl)cc3)CC2)n1,2,-0.3,x,0.6,1,x,1.7,-2,-0.3

(further entries)
SMILES	Yp Topo-I inh	FadD28 FP inh	TcdB inh	PfHsp40 rescue	Mtb FBA inh	Mtb BioA inh	Mtb UGM inh	GDH-TPI counter	Vc quorum ag
Fc1c(F)c(-n2nnc3ccccc32)c(F)c(F)c1Cl	5	1.0	-1.5	-1.0	2	0.0	0.4	8	i
Cc1ccc(CNC(=O)CSc2ccsc2[N+](=O)[O-])cc1	9	-1.2	1.2	-1.3	-4	x	-4.5	17	-3.1
CC(=O)Nc1cccc(NC(=O)CSc2nnc(NC(=O)C3CC3)s2)c1	6	-0.5	-0.6	-0.1	-1	-0.1	-3.8	11	0.9
Cc1ccc(N2C(N)=NC(N)=NC2(C)C)c(C)c1	0	-1.6	x	1.0	0	-1.7	-3.2	-5	i
